# Assay outcomes deposited in PubChem BioAssay by several laboratories.
# NF-kB neuron act = NF-kB expression increase, human neuronal cells | NF-kB reporter expression; stronger effect = higher value | fold change at 12.5 µM | 190,000 compounds, 1.6% hits | AID 1239; in the data active = fold change above about 3.3
# FLuc stim CS = firefly luciferase counter-screen for stimulation assays | ATPlite luciferase biochemical, luminescence, 10 min; 0 = ATP-free wells, 1 = DMSO control | activation factor at 10 µM | 200,000 tested, under 10 active | AID 1027;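 active = luciferase activation factor, scaled between plate controls, of at least 2 with compound at 10 µM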
# Target sequence (P08659 whole entry, looked up): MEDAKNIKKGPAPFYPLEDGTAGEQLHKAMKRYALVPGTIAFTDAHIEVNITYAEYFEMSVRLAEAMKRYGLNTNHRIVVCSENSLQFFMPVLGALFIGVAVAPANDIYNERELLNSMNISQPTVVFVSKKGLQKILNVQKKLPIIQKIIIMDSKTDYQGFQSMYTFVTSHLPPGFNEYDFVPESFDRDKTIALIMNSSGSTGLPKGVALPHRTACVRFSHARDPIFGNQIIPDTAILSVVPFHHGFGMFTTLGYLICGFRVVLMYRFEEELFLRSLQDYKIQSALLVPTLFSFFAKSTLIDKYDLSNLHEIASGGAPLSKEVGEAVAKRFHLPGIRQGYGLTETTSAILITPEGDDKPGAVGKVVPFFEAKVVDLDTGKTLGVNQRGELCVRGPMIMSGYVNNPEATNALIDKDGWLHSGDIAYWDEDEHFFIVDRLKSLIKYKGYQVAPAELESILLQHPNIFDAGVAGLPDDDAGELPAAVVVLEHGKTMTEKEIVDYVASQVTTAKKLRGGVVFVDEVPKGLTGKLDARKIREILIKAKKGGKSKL
#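 test system = cell-free luciferase reagent | medium = PBS as buffer for the ATP substrate | dosing = test compounds dosed from 2 mM stocks in 100% DMSO | incubation = 10 min at ambient temperature | detection = luminescence measurement of luciferase light output | benchmarks = low control with PBS replacing ATP, high control enzyme plus ATP without compound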
# FLuc inh counter = counter-screen for luciferase assay inhibitors: firefly luciferase inhibition. inhibition, % at 10 µM. ATPLite firefly luciferase biochemical luminescence, 10 min. P08659. 200,000 compounds, 1.5% hits;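 active = inhibition above about 50% when tested at 10 µM, limit read from the data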
# G6PDH CS = inhibits Leuconostoc G6PDH, flagging false hits in G6PDH-based assays; Purified L. mesenteroides G6PDH, diaphorase/resazurin coupled fluorescence, 45 min; inhibition, % at 5 µM; AID 1020; 200,000 compounds, 0.12% hits; in the data active = inhibition above about 50%
# STAT1 activator = increases IFN-gamma driven STAT1 reporter signal. AID 932. 200,000 compounds, 2.6% hits. activation (% of control), % at 5.5 µM. NIH 3T3 STAT1-luciferase reporter, luminescence; 100% = IFN-gamma alone, no compound;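 active = activation above the screen-wide mean activation plus 3 SD, cut at about 130% in these data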;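 also: raw ratio to IFN-gamma control signal so 100% means no change and 0% no light; values of inactives mirror those of a sister screen read the other way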
# Efa HMGR inh = inhibitors of class II HMG-CoA reductase from Enterococcus faecalis | purified E. faecalis HMGR, NADPH absorbance 340 nm kinetic | inhibition, % at 10 µM | 190,000 compounds, 0.41% hits | AID 1066;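 active = inhibition above a set limit, the median over all tested compounds plus 3 SD, cut at about 9.5% in these data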;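 also: enzyme runs in reverse so mevalonate oxidation gives rising NADPH absorbance; 0% = complete reaction with DMSO and 100% = background rate lacking mevalonate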
# APP transl inh = APP translation inhibition; SH-SY5Y APP 5'UTR-luciferase reporter, luminescence; inhibition, % at 2 µM; 190,000 compounds, 0.82% hits; AID 1285;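 active = inhibition above a set limit, derived from the sample mean plus 3 SD, cut at about 45% in these data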; also: values of inactives mirror those of a sister screen read the other way
# Redox H2O2 prof = compounds producing H2O2 with reducing agent – biochemical, NIH compound library profiling, artefact control for MLSCN library redox annotation, primary screen. DTT-dependent redox cycling H2O2, phenol red/HRP absorbance; 100% = 100 µM peroxide control, 0% = buffer. activation, % at 10 µM. 200,000 compounds, 0.03% hits. AID 878;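 active = activation of at least 50% relative to the plate's high and low controls in the primary single-dose screen; inactive = activation below 50%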;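 also: compound incubated with DTT at 0.8 mM final as the reducing agent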
# APP 5'UTR act = activates APP 5'UTR luciferase reporter. SH-SY5Y APP 5'UTR luciferase reporter, luminescence; zero percent = DMSO vehicle wells. activation, % at 2 µM. AID 1276. 190,000 compounds, 1% hits;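 active = activation above a set limit, based on mean plus 3 SD of controls, cut at about 140% in these data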; also: values of inactives mirror those of a sister screen read the other way
# Hsp70 activator = Hsp70 transcriptional activation, primary screen; HeLa Hsp70 promoter luciferase reporter, luminescence; scaled: vehicle 0, proteasome-inhibitor control 100%; AID 1203; activation, % at 10 µM; 200,000 compounds, 0.04% hits;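 active = activation above the mean across all tested compounds plus 3 SD, cutoff set per campaign, cut at about 5.5% in these data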;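 also: 100% = MG132 at 30 µM as the positive control and 0% = DMSO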
# Active calls of the source: *.
smiles	NF-kB neuron act	FLuc stim CS	FLuc inh counter	G6PDH CS	STAT1 activator	Efa HMGR inh	APP transl inh	Redox H2O2 prof	APP 5'UTR act	Hsp70 activator
O=C(NCCN1CCOCC1)c1cc2cc([N+](=O)[O-])ccc2s1	1.3	1	-4	2	95	-7	-6	-1.6	6	-0.2
Cc1ccc(/C=C/C(=O)Nc2ccc(Oc3ccccc3)cc2)o1	1.2	0.8	20	-8	97	-3	-29	0.0	29	-0.2
CCOC(=O)N/N=C/c1cn(Cc2ccccc2Cl)c2ccccc12	0.66	1	-3	9	84	-1	16	0.6	-16	-0.1
CCOc1ccc(C(=O)CCC(=O)NC(C)C(=O)OC)cc1 (stereo unspecified)	1.3	1	-5	2	92	-3	-32	-1.6	32	-0.2
Cc1cccc(C(=O)CC(=O)c2cc(Cl)ccc2O)c1	1.4	1	-2	2	108	-2	-16	0.1	16	-0.6
C/C(=C\C(=O)c1ccc(Cl)cc1)NCc1ccc2c(c1)OCO2	1.3	1	-3	1	108	-4	6	0.4	-6	-0.1
N=C(c1ccc([N+](=O)[O-])cc1)N1CCCCC1	1	1.1	-5	-2	109	-3	-6	-3.6	6	0.2
CC(C)NC(=O)c1ccc(Cl)cc1Cl	1.6	1	2	18	90	0	11	1.1	-11	-0.2
CC(C)n1c(O)c(N=NC(=O)c2ccccc2NS(=O)(=O)c2cccs2)c2ccccc21	1.2	1	-1	-12	100	0	7	0.6	-7	-0.4
Cc1ccc(S(=O)(=O)NCCCCCC(=O)Nc2nccs2)cc1	1.1	1	-2	3	105	-5	-2	2.1	2	-0.5
OC1(c2ccc(F)cc2)CCN(Cc2ccccc2)C1 (stereo unspecified)	0.86	1.1	-8	11	101	2	3	0.6	-3	0.3
Cc1nnc(NC(=O)c2ccc(S(=O)(=O)N3CCCCCC3)cc2)o1	1.2	1	-4	7	95	-1	-18	1.3	18	-0.2
O=C(O)/C=C/C(=O)NCCC1=CCCCC1	0.94	1.1	-9	-2	100	-2	4	0.2	-4	0.1
CCC1CCCCN1CCCNC(=O)c1cc2c(Cl)nc3ccccc3c2s1 (stereo unspecified)	1.5	1.1	-10	7	121	-8	15	0.6	-15	-0.3
O=C(CN1CCOCC1)Nc1cccc(C(=O)Nc2cccc(C(F)(F)F)c2)c1	0.69	1.1	-6	4	97	4	-17	-3.2	17	-0.5
NC(=O)COC(=O)CN1C(=O)C2CCCCC2C1=O (stereo unspecified)	1.9	1	-3	-5	94	0	0	0.5	0	0.2
O=C(Cc1ccccc1)NC(NC(=S)Nc1cc(Cl)ccc1Cl)C(Cl)(Cl)Cl (stereo unspecified)	1.1	1.1	-9	3	99	-4	-2	-3.8	2	0.0
Cc1ccc(-n2c(C)cc(/C=N/NC(N)=S)c2C)cc1	1.2	0.9	6	-13	120	-4	4	-0.3	-4	-0.1
CCOC(=O)N1CCN(C(=O)c2ccc3c(=O)n(-c4cc(OC)ccc4OC)c(=S)[nH]c3c2)CC1	0.87	1.1	-6	-5	55	0	19	6.7	-19	0.0
O=S(=O)(c1ccc(Cl)cc1)N1CCN(c2ccc(N3CCOCC3)nn2)CC1	1.1	1	-5	-4	93	0	4	-1.0	-4	-0.1
Cc1ccc(NC(=O)COC(=O)c2ccccc2-c2nc3ccccc3s2)c(C)c1	0.86	1	-4	-4	106	0	0	5.3	0	0.1
COc1ccc(C2C(C(=O)NCCN(C)C)c3cc(OC)c(OC)cc3C(=O)N2C)cc1OC (stereo unspecified)	1	1.1	-8	-20	107	1	-5	0.2	30	-0.3
COc1ccc(Nc2ncccc2C(=O)O)cc1	1.8	0.8	15	2	114	2	-9	0.1	9	0.1
CCOC(=O)CSc1nc2cc(C(=O)NCc3ccco3)ccc2c(=O)n1C1CCCCC1	0.94	1.1	-7	-23	97	4	-3	3.7	3	-0.6
CCOC(=O)c1cn(-c2ccccc2)nc1-c1cccnc1	1.3	1	-3	6	93	-2	12	0.4	-12	-0.2
COCCn1c(=O)c2c(nc3n2CCN3c2ccc(C)cc2)n(C)c1=O	1.3	1.1	-9	1	106	1	-14	0.2	14	0.1
COC(=O)c1cc(=O)n(Cc2ccccc2)c(=NCc2ccccc2)s1	1.1	1	-4	0	102	5	-14	0.0	14	-0.5
CCN(CC)C(=O)C1CCN(c2ncnc3c2cnn3-c2ccc(C)cc2C)CC1	0.86	1.1	-11	4	99	-6	-6	-1.7	6	-0.2
COc1ccc(Cl)cc1Nc1nc(C)cc(=O)[nH]1	1.1	1	-4	-10	102	-3	-3	0.5	3	-0.2
CC(C)C(=O)Nc1ccc2oc(=O)ccc2c1	1.1	1	-4	2	108	1	6	-0.8	-6	-0.4
CCCCC(=O)Nc1ccc(Br)cn1	1.4	1	1	10	113	-2	9	0.1	-9	-0.2
COc1cc(C(=O)Nc2cccc(C(C)=O)c2)cc(OC)c1OC	0.81	1	1	8	95	-8	12	-0.5	-12	-0.4
CCc1cc2cccc(C)c2nc1SCC(=O)Nc1nonc1C	1.2	1	-3	11	96	-3	-1	-0.2	1	-0.4
CCOc1ccc(C(=O)NC(=S)Nc2cccc(S(=O)(=O)NC3=NCCC3)c2)cc1	1.1	0.7	26	-6	97	1	89*	-0.3	-89	-0.1
CCC(CC)NC(=O)c1cc([N+](=O)[O-])ccc1N1CCOCC1	0.97	1	-2	6	102	-6	-1	0.2	1	-0.3
O=C(O)c1cccc(N/N=C/C2=C(Cl)c3cc(Cl)ccc3SC2)c1	5.2*	1	3	4	126	-4	-195	-1.5	195*	-0.1
O=S(=O)(Cc1ccccc1Cl)NCCc1ccccc1	1.2	1	-1	5	105	-3	1	-0.9	-1	-0.3
COc1ccc(NC(=O)CSc2nnc(C3CC3)n2N)cc1	0.88	1	0	7	99	-1	0	-0.2	1	-0.1
CN1CCC(OC(=O)Cc2ccc(Cl)cc2)CC1	1	1.1	-5	10	99	-7	-10	-0.4	10	-0.5
Cc1csc(-c2cnn(-c3ccccc3)c2NC(=O)c2ccc(C(F)(F)F)cc2)n1	0.69	1	3	9	95	3	1	0.1	-1	0.1

# Overlap with the part before: 2 entries; new compounds follow.
smiles	NF-kB neuron act	FLuc stim CS	FLuc inh counter	G6PDH CS	STAT1 activator	Efa HMGR inh	APP transl inh	Redox H2O2 prof	APP 5'UTR act	Hsp70 activator
CN1CCC(OC(=O)Cc2ccc(Cl)cc2)CC1	1	1.1	-5	10	99	-7	-10	-0.4	10	-0.5
Cc1csc(-c2cnn(-c3ccccc3)c2NC(=O)c2ccc(C(F)(F)F)cc2)n1	0.69	1	3	9	95	3	1	0.1	-1	0.1
C=C1C(=O)[C@@]23[C@H](O)C[C@@H]4C(C)(C)CC[C@H](O)[C@]4(C)[C@@H]2C[C@H](O)[C@@H]1[C@H]3O	1.9	1.1	-7	7	84	-11	33	0.7	-33	-0.4
Fc1ccc(C(CNC(=S)NC2CCCCC2)N2CCOCC2)cc1 (stereo unspecified)	1.3	1.1	-7	3	105	0	-10	-0.1	10	-0.5
COc1ccc(C2/C(=C(\O)c3cccc(OC)c3)C(=O)C(=O)N2c2ccccn2)cc1 (stereo unspecified)	1.1	1	2	4	95	-8	-8	2.7	8	0.0
O=S(=O)(NCc1ccccc1)NCc1ccccc1F	1	1	1	-4	99	-2	11	-0.8	-11	-0.3
Oc1[nH]c2ccccc2c1OCc1ccncc1	1.1	1	-3	4	93	0	-12	0.5	12	-0.4
Brc1ccc(N=C(c2ccccc2)c2ccncc2)cc1	1.1	1.1	-5	0	101	-5	0	0.0	0	-0.3
Cc1ccn2cc(-c3cccc(NS(C)(=O)=O)c3)nc2c1	2.8	0.4	58*	18	128	-2	-90	-0.1	90	-0.1
Cc1ccc(S(=O)(=O)N2CCSC2c2ccco2)cc1 (stereo unspecified)	1.1	1	-2	3	99	-4	-4	0.0	4	0.0
O=C(COc1ccccc1[N+](=O)[O-])c1ccccc1	1.3	1	-2	13	88	-8	-11	-1.9	11	-0.2
COc1ccccc1OCCCOc1c(C)cc(C)cc1Br	1.4	1.1	-6	-5	108	1	13	0.5	-13	-0.3
O=C(COC(=O)c1ccc[nH]c1=O)NCCc1ccc(F)cc1	1	1	-1	5	101	0	5	-0.1	-5	-0.1
C/C(=C/c1ccccc1)C(=O)N1CC(C)OC(C)C1 (stereo unspecified)	1.1	1	-2	5	104	0	-28	-0.4	29	0.1
Cc1nc(N)nc(C)c1Cc1ccccc1	0.93	1.1	-6	6	102	-6	-6	1.9	6	-0.2
CCOc1ccc2c(c1)sc(N)[n+]2Cc1cc(C)cc2cccnc12	1.3	1	-1	-30	86	-11	94*	0.0	-95	-0.3
Cc1nn(-c2ccc(Cl)cc2)c2sc(C(=O)c3c(N)n(C)c(=O)n(C)c3=O)cc12	1	1	-2	2	93	-4	-9	2.4	9	-0.1
O=C(Nc1cnn(Cc2ccc(Cl)cc2)c1)C1CCCC1	1	1	-5	16	96	-2	-3	1.7	3	-0.3
Cc1ccc(C)c(-n2cc(CN3CCCN(C=O)CC3)c(-c3ccccc3)n2)c1	0.85	1.1	-7	13	88	0	-22	-1.1	22	-0.1
O=C(O)CCC(=O)N(Cc1ccco1)c1nc(-c2ccccc2)cs1	1.3	1	-3	8	101	0	1	2.7	-1	-0.3
COc1ccc(S(=O)(=O)Nc2nc3ccccc3s2)cc1	1.1	0.9	5	9	102	-3	-1	0.1	1	-0.6
CCOc1ccc(NC(=O)CSc2nnc(N)s2)c([N+](=O)[O-])c1	1.1	0.9	6	-4	102	-2	-20	2.5	20	0.5
CCCCc1c(C)nn(-c2nnc3c4ccccc4n(CC)c3n2)c1C	1.1	1	0	3	102	-8	5	1.2	-5	0.1
CC(C)NC(=O)c1ccccc1NC(=O)CS(=O)(=O)Cc1ccccc1	0.98	1	0	-3	106	0	14	0.3	-14	-0.2
CCOc1ccc(NC(=O)CC2C(=O)N(c3ccccc3)C(=S)N2Cc2ccccn2)cc1 (stereo unspecified)	0.5	1.1	-5	3	93	-5	2	-3.8	-1	0.0
Cc1ccc(O)c(C(=O)c2cc(C(=O)NCCc3ccccc3)c(=O)n(CCc3ccccc3)c2)c1	0.36	1	0	-18	101	1	-2	0.1	2	-0.4
COCCNC(=S)N1CCC(NC(=O)Nc2ccc(C)cc2)CC1	1.1	1	-5	12	96	-3	26	-0.5	-26	-0.4
O=C(Nc1ccc2ncccc2c1)c1cc(Cl)ccc1Cl	1.8	1	-2	-3	115	-1	-22	-0.7	22	0.0
CC(C)OCCCNC(=O)c1cc2c(=O)n(C)c3ccccc3c2n1C	0.79	1	-3	-3	92	-1	-1	-0.6	1	0.0
COc1ccc(-c2nnnn2C)cc1S(=O)(=O)NCc1ccccc1	1.1	1.2	-21	0	94	0	4	0.8	-4	0.5
Cc1cc(C)c2ccc(C(=O)O)nc2c1O	1	1	-3	21	102	-5	2	-0.2	-2	-0.1
